UHRF1 MBD2 ctr: human UHRF1 methylated DNA binding inhibitors | UHRF1 binding to methylated oligo, TR-FRET | inhibition, % at 4.4 µM | 370,000 compounds, 0.75% hits | AID 687016; in the data active = inhibition above about 21%;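 also: UHRF1 SRA domain binding a hemimethylated CpG hairpin DNA probe; 0% = median of test compound wells and 100% = reference inhibitor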
Tn7 DDE FP: disrupts Tn7 cyclic peptide binding to fibrin D-Dimer-E complex | FP displacement of FITC-Tn7 peptide from fibrin DD(E); 0% = median of compound wells per plate | P02675 | 370,000 compounds, 0.13% hits | inhibition, % at 8.3 µM | AID 720508;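 active = inhibition above the mean of compounds falling within the control limits plus 3 SD of them, cut at about 14% in these data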;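 also: 0% = plate median of compound wells and 100% = 10 µM Aha-Tn7 peptide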
Target sequence (P02675 whole entry, looked up): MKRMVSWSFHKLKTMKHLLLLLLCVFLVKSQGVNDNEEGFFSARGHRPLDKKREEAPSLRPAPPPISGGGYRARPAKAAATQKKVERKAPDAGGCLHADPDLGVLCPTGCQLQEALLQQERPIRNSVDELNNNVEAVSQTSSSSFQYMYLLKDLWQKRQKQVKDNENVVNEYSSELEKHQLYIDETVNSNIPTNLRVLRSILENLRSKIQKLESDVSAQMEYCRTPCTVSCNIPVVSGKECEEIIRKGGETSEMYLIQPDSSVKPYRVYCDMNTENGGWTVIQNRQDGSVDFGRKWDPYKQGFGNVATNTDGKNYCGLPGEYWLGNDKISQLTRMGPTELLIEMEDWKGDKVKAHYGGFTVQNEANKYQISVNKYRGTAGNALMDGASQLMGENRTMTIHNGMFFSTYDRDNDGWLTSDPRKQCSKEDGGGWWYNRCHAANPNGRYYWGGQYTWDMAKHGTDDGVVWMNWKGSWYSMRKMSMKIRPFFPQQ
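Assay system: Human clot-derived fibrin DD(E) complex | Buffer or medium: Tris/NaCl/CaCl2 buffer, pH 7.8 | Repeats: One replicate per compound | Benchmarks: Aha-Tn7 high control | Measure: % inhibition scaled between sample-field median and high-control FP | Schedule: 10 min plus 3 h, room temperature | Signal: Fluorescence polarization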
PG9 Ab binder: small molecules binding HIV-1 gp120 antibody PG9; TR-FRET gp120-PG9 antibody binding; inhibition, % at 6.7 µM; 360,000 compounds, 0.43% hits; in the data active = inhibition above about 8.5%
PRMT1 FP inh: blocks human protein arginine methyltransferase 1. 370,000 compounds, 1.3% hits. recombinant PRMT1, activity-based probe fluorescence polarization. inhibition, % at 2.79 µM. Q99873;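 active = inhibition above about 21% made by adding two undisclosed values, limit read from the data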
TDP2 absorb: blocks human TDP2 phosphodiesterase activity; recombinant TDP2, T5PNP hydrolysis, p-nitrophenol absorbance 415 nm; inhibition, % at 12.8 µM; 370,000 compounds, 0.34% hits;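 active = inhibition above the mean of all tested compounds plus 3 SD, set per campaign, cut at about 25% in these data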;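 also: 0% = DMSO with enzyme and 100% = buffer with substrate but no TDP2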
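System – recombinant human TDP2 · Quantity – TDP2 enzyme at 120 nM final · Doses – single concentration, 12.8 µM nominal, with 1% DMSO · Incubation – 2 h at 37 °C · Measured by – epi absorbance of p-nitrophenol freed from T5PNP by hydrolysis · Read-out – % inhibition relative to enzyme-containing and enzyme-free wells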
LEDGF integ inh: blocks HIV-1 LEDGF/p75-dependent DNA integration; inhibition, % at 3.7 µM; 370,000 compounds, 0.64% hits; TR-FRET IN-LEDGF/p75 DNA integration, Eu/Cy5;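 active = inhibition above the screen-wide mean plus 3 SD, cut at about 13% in these data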;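 also: signal is the Cy5 over europium emission ratio at 671 and 618 nm; 0% = plate median of compound wells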
TCR-CD3 inh: human TCR-CD3 binding inhibition; TAMRA-labeled TCR probe fluorescence, biochemical; inhibition, % at 9.4 µM; 360,000 compounds, 0.37% hits; in the data active = inhibition above about 19%;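 also: recombinant mutant TCR 2C K166C tagged with TAMRA read by polarization; 0% = receptor in buffer alone and 100% = receptor with positive control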
mABHD4 FP: inhibits mouse alpha/beta hydrolase domain 4. 370,000 compounds, 0.54% hits. Q8VD66. inhibition, % at 8.92 µM. AID 720543. purified mABHD4, FP-Rh probe fluorescence polarization;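 active = inhibition exceeding the mean over every tested compound plus 3 SD, cut at about 30% in these data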;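 also: 0% = plate median of compound wells and 100% = S159A mutant with DMSO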
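Assay system: mABHD4 protein; medium: HEPES pH 7.0, NaCl, Pluronic buffer; dosing: 8.92 µM, single dose; schedule: 45 min + 60 min at 25 °C; signal: FP readout, ex 525 nm / em 598 nm; read-out: normalized percent inhibition of probe labeling; repeats: single replicate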
SIAE inh: blocks human sialic acid acetylesterase. Q9HAT2. SIAE FP-Rh probe binding, fluorescence polarization. inhibition, % at 9.66 µM. 370,000 compounds, 0.69% hits. AID 1053197;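 active = inhibition above a cutoff: mean of compounds within the control limits plus 3 SD of those, cut at about 17% in these data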;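 also: 0% = plate median of compound wells and 100% = probe without SIAE protein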
Target sequence (Q9HAT2 whole entry, looked up): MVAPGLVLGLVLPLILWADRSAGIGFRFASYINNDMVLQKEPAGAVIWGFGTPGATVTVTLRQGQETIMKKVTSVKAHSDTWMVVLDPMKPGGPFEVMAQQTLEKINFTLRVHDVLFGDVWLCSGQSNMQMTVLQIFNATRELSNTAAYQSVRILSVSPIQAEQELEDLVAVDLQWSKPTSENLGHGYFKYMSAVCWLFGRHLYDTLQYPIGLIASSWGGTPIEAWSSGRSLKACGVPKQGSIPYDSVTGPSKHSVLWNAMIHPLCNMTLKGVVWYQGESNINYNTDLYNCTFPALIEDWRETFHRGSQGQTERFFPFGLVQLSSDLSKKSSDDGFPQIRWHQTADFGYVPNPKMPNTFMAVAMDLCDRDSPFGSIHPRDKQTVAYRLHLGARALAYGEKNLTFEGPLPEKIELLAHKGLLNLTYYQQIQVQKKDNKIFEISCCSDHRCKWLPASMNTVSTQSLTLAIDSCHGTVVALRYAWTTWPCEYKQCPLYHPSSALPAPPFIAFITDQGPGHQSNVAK
HTRA1 inh: blocks human HTRA1 serine peptidase. recombinant HTRA1, FP-rhodamine activity-based probe, fluorescence polarization. inhibition, % at 5.96 µM. 340,000 compounds, 0.5% hits. AID 504803; in the data active = inhibition above about 36%;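 also: 0% = enzyme with DMSO and 100% = wells lacking enzyme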
The depositor's hits bear a star; x = no result given.

SMILES	UHRF1 MBD2 ctr	Tn7 DDE FP	PG9 Ab binder	PRMT1 FP inh	TDP2 absorb	LEDGF integ inh	TCR-CD3 inh	mABHD4 FP	SIAE inh	HTRA1 inh
CC1CC(C)CN(S(=O)(=O)c2ccc(C(=O)N(C)Cc3ccccc3)cc2)C1 (configuration not stated)	-2	9	-0.4	2	-6	-4	0	0	0	-2
CCC1CCCCN1C(=O)CSc1nc2c(c(=O)n(C)c(=O)n2C)n1C (configuration not stated)	1	-1	-3.0	6	4	-1	4	1	2	-7
O=C(NCCc1c[nH]c2ccccc12)OCc1cn(-c2ccccc2Cl)nn1	0	2	x	5	8	-3	x	-3	0	x
CCc1cc2c(cc3c(=O)n(CC(=O)N4CCN(C)CC4)ncn32)s1	4	4	-2.3	-3	-7	-3	-1	-3	-2	1
Cc1[nH]c(=O)[nH]c(=O)c1C=CC(=O)NC(CO)CS(=O)Cc1ccccc1 (configuration not stated)	-1	3	-1.8	1	0	-2	0	6	2	-1
Cc1ccccc1S(=O)(=O)N(C)C[C@@H]1OCc2ccccc2-c2c(n(C)c3ccccc23)C(=O)N([C@H](C)CO)C[C@@H]1C	-3	-6	1.2	-2	-6	7	4	2	-5	-65
Cc1cc(NC(=O)c2ccc(F)cc2)n(C)n1	11	2	-2.3	5	0	-4	-3	-3	-9	1
NC1=NC[C@H](c2ccccc2)N1CCc1cccc(F)c1	1	-5	0.2	-3	-2	1	12	3	3	3
CCOc1ccc(-c2nnn(CC(=O)NCc3ccco3)n2)cc1	1	-6	0.4	2	3	1	-4	-7	0	-5
COc1cc(NC(=S)NCCCN2CCOCC2)cc(OC)c1	0	0	-3.4	-3	-3	-2	4	2	2	-2
COc1ccc(-n2cnc3c(sc4nccc(N(C)C)c43)c2=O)cc1	-2	0	-1.2	0	2	1	-1	-2	-5	3
COc1cc(/C=N/NC(=O)c2ccoc2C)ccc1OCCN1CCCCC1	-3	-1	-1.8	0	-1	-6	-5	-6	3	5
Fc1ccc(-c2ccnc(=S)[nH]2)cc1	3	-7	0.4	23*	7	3	0	-9	8	4
CC1CC(OCC(O)CN2CCCCC2C)CC(C)(C)C1 (configuration not stated)	1	4	0.8	-2	9	-1	5	7	0	-2
CCN(CC(=O)Nc1ccccc1C(F)(F)F)C(=O)c1ccc(NC(=O)c2cccs2)cc1	-2	-5	-1.7	-1	-3	2	4	4	0	-6
COC(=O)Cn1c(Cc2ccccc2)nc2ccccc21	-1	-3	-0.1	0	-2	-1	3	2	2	1
COc1ccc(C(=O)Nc2c3c(nn2-c2cccc(Cl)c2)CS(=O)C3)cc1 (configuration not stated)	-2	1	0.6	-1	-5	2	1	0	-3	0
Cc1cc(NC(=O)c2cc(C(C)C)on2)no1	0	3	-1.3	0	7	-2	3	-3	1	1
CSCCC(NS(=O)(=O)c1ccc(C)cc1)C(=O)N1CCN(C(C)=O)CC1 (configuration not stated)	0	-3	-0.9	-2	-7	-2	1	1	0	-3
c1ccc2sc(NCC3CCCO3)nc2c1 (configuration not stated)	1	2	-0.2	-1	0	2	3	-4	-5	2
CCCC(C(=O)NCCC(C)C)N(Cc1ccccc1)C(=O)c1snc(C(N)=O)c1N (configuration not stated)	-5	0	-0.6	-1	11	3	-10	-6	8	-8
O=C(Nc1cccc(Br)c1)Oc1cccc2cccnc12	0	-2	-1.7	2	-5	-1	-3	-22	4	x
CC(=O)Nc1ccc(NC(=O)c2cccc(-c3cc4ccccc4oc3=O)c2)cc1	2	0	-0.7	3	5	-2	-4	2	-13	6
O=C(OCc1ccccc1)C1=NNC2C(=O)N(c3ccc(Br)cc3)C(=O)C12 (configuration not stated)	8	0	0.1	6	0	-4	-4	-3	-1	x
O=C1S/C(=C/c2ccc(N3CCOCC3)o2)C(=O)N1Cc1c(F)cccc1Cl	0	1	-1.5	-1	-6	-1	3	-4	5	-7

A different layout for some results above.
Every second line gives: UHRF1 MBD2 ctr | Tn7 DDE FP | PG9 Ab binder | PRMT1 FP inh | TDP2 absorb | LEDGF integ inh | TCR-CD3 inh | mABHD4 FP | SIAE inh | HTRA1 inh
> Cc1ccccc1S(=O)(=O)N(C)C[C@@H]1OCc2ccccc2-c2c(n(C)c3ccccc23)C(=O)N([C@H](C)CO)C[C@@H]1C
    -3 | -6 | 1.2 | -2 | -6 | 7 | 4 | 2 | -5 | -65
> Cc1cc(NC(=O)c2ccc(F)cc2)n(C)n1
    11 | 2 | -2.3 | 5 | 0 | -4 | -3 | -3 | -9 | 1
> NC1=NC[C@H](c2ccccc2)N1CCc1cccc(F)c1
    1 | -5 | 0.2 | -3 | -2 | 1 | 12 | 3 | 3 | 3
> CCOc1ccc(-c2nnn(CC(=O)NCc3ccco3)n2)cc1
    1 | -6 | 0.4 | 2 | 3 | 1 | -4 | -7 | 0 | -5
> COc1cc(NC(=S)NCCCN2CCOCC2)cc(OC)c1
    0 | 0 | -3.4 | -3 | -3 | -2 | 4 | 2 | 2 | -2
> COc1ccc(-n2cnc3c(sc4nccc(N(C)C)c43)c2=O)cc1
    -2 | 0 | -1.2 | 0 | 2 | 1 | -1 | -2 | -5 | 3

Exported with two lines to a compound: entries from further up.
Each structure is followed by: UHRF1 MBD2 ctr, Tn7 DDE FP, PG9 Ab binder, PRMT1 FP inh, TDP2 absorb, LEDGF integ inh, TCR-CD3 inh, mABHD4 FP, SIAE inh, HTRA1 inh
- CCOc1ccc(-c2nnn(CC(=O)NCc3ccco3)n2)cc1
 : 1, -6, 0.4, 2, 3, 1, -4, -7, 0, -5
- CCN(CC(=O)Nc1ccccc1C(F)(F)F)C(=O)c1ccc(NC(=O)c2cccs2)cc1
 : -2, -5, -1.7, -1, -3, 2, 4, 4, 0, -6

The results go on:
SMILES	UHRF1 MBD2 ctr	Tn7 DDE FP	PG9 Ab binder	PRMT1 FP inh	TDP2 absorb	LEDGF integ inh	TCR-CD3 inh	mABHD4 FP	SIAE inh	HTRA1 inh
CCOC(=O)CN1C(=O)C(O)=C(C(C)=O)C1c1ccc([N+](=O)[O-])cc1 (configuration not stated)	-2	-11	-1.5	-1	-2	1	1	5	3	4
CN(C)CCCNC(=O)C[C@H]1C[C@H](C(=O)N2CCCCC2)[C@@]2(C)c3[nH]c4cc(CCC(=O)N(C)C)ccc4c3CCN2C1=O	-1	-1	0.1	-4	-11	-1	0	-9	3	2
O=C(CCc1nc2ccccc2c(=O)[nH]1)NNC(=O)c1ccccc1Cl	3	13	0.7	3	-7	-3	-1	-5	0	4
CC(=O)C1(C(=O)NCc2ccccc2)CC(c2ccccn2)=NO1 (configuration not stated)	4	-1	x	0	-10	-4	x	-6	-6	x
O=C(NCCc1cccc(F)c1)/C(=C/c1cccnc1)NC(=O)c1ccccc1	-2	5	-2.3	-1	3	-1	6	1	-5	5
C#CCOCCOCCOCCNc1nc(N2CCOCC2)nc(N2CCN(C(=O)CCCCCCCCCCNC(=O)[C@@H]([C@H](C)O)n3cc(C)nn3)CC2)n1	0	0	0.7	4	9	-1	-4	11	12	1
O=C(Nc1ccc2nc(-c3cccnc3)[nH]c2c1)c1ccco1	1	1	-0.1	-1	-2	3	-3	0	-11	2
COc1ccccc1OCC(=O)NCCCn1ccnc1	-6	-1	0.8	2	7	-4	2	-2	2	-3
CN1CCN(C(=O)CCN2C(=O)S/C(=C/c3ccc(Cl)cc3)C2=O)CC1	-12	-4	-2.3	4	-3	-1	-6	1	0	0
OC(COc1ccc(OCc2ccccc2)cc1)CN1CCOCC1 (configuration not stated)	0	-5	-1.1	-6	-8	8	-2	-2	-3	6
Cc1ccc2nc(N3CCC(C(=O)NC4CCCCC4)CC3)sc2c1	0	3	-1.6	-1	-14	0	2	-7	-9	-7
Cc1cc(C)c(-c2c(O)c3c(n(C)c2=O)CC(C)(C)CC3=O)c(C)c1	6	4	-0.4	1	-1	0	-3	1	-4	5
CC12C(=O)N(NC(=O)c3ccncc3)C(=O)C1C1C=CC2C1 (configuration not stated)	2	3	-0.5	-1	-4	-1	-7	-11	-8	6
CCCOc1ccc(C2C3=C(CCCC3=O)N(CC(=O)O)C3=C2C(=O)CCC3)cc1OCC	-3	-11	1.0	1	-2	5	9	6	1	11
CCCCN1CN2Cc3cc(F)ccc3C2CS1(=O)=O (configuration not stated)	-4	-1	x	-1	-2	-5	x	0	7	x
C=CCC[C@@H](Cc1ccc(F)cc1)C(=O)OC[C@H](Cc1c[nH]c2ccccc12)NC(=O)[C@@H](CC=C)CC(=O)N(CCO)Cc1ccccc1	0	0	-0.6	3	-8	-3	7	-29	-8	-65
O=C(N=Nc1c(O)[nH]c2ccccc12)c1ccc(CN2CCOCC2)cc1	-3	2	-5.6	5	-8	-8	-2	1	0	3
CC(C)(C)c1ccc(C(=O)Nc2cccc3c(=O)[nH][nH]c(=O)c23)cc1	-2	-1	1.1	7	6	-1	9	-5	5	-5
CCOc1ccc(Nc2cc(C)c3ccccc3n2)cc1	1	5	0.7	-3	-1	-1	4	9	5	6
C=CCNCC(O)COc1ccc(C(C)=O)cc1OC (configuration not stated)	-2	-4	-1.4	2	17	-6	0	11	-2	-2
CCNC(=O)C1CCCN(C(=O)c2cc(C)oc2C)CC1 (configuration not stated)	-1	4	-1.1	-10	-5	-1	-5	3	10	x
Nc1[nH]nc2nc(-c3ccccc3)[nH]c(=O)c12	-2	3	-1.5	-4	8	-3	3	7	1	12
Cc1ccc(OCCCC(=O)Nc2ccc(Br)cc2)cc1	0	-2	-1.0	-4	-2	-1	3	-5	1	-1
Cc1ccc(CSc2nnc(NC(=O)C3COc4ccccc4O3)s2)cc1 (configuration not stated)	-3	-4	0.7	-1	6	-2	9	-14	1	-12
CCOC(=O)c1c(C)n(-c2ccc(C)cc2)c2ccc(OCC(O)CNCCCO)cc12 (configuration not stated)	-1	-6	0.0	-1	3	2	3	3	0	-10
CC(c1ccccc1)N1C(=O)NC(NC(=O)C(C)(C)C)(C(F)(F)F)C1=O (configuration not stated)	3	-4	1.0	1	8	-3	-1	-6	-3	4
CC1=C([N+](=O)[O-])C(c2ccc(Cl)cc2)NC(=O)N1 (configuration not stated)	-2	7	-0.5	4	9	-3	4	7	-8	1

Of the compounds above, these contain a tert-butyl group.
SMILES	UHRF1 MBD2 ctr	Tn7 DDE FP	PG9 Ab binder	PRMT1 FP inh	TDP2 absorb	LEDGF integ inh	TCR-CD3 inh	mABHD4 FP	SIAE inh	HTRA1 inh
CC(C)(C)c1ccc(C(=O)Nc2cccc3c(=O)[nH][nH]c(=O)c23)cc1	-2	-1	1.1	7	6	-1	9	-5	5	-5
CC(c1ccccc1)N1C(=O)NC(NC(=O)C(C)(C)C)(C(F)(F)F)C1=O (configuration not stated)	3	-4	1.0	1	8	-3	-1	-6	-3	4

Assay outcomes (PubChem)
